IL1B NFkB pot: enhances IL-1B driven NFkB nuclear translocation. HUVEC IL-1B NFkB p65 nuclear translocation imaging. activation, % at 2 µM. actives 0.3% (n = 94,000);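 active = activation above 40%, about the mean plus 3 SD, also judged a hit on visual image review; inconclusive = activation above 40% but not a hit on visual review; inactive = activation not above 40% and no visual hit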;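 also: percent activation is computed from the nuclear over cytoplasmic p65 intensity ratio; values of inactives mirror those of a sister screen read the other way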
Bcl-B displacement: displacers of TR3 peptide from Bcl-B, primary screen, selectivity assay for Bfl-1 inhibitor project, biochemical, fluorescence polarization. FP displacement of FITC-TR3 peptide from Bcl-B; higher % means a stronger effect. one-dose displacement, % at 20 µM; IC50 in µM for titrated hits. actives 0.11% (n = 96,000);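 active = displacement above 50% at 20 µM plus a fluorescence interference ratio under 1.5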;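 also: plate controls were wells without compound for no effect and wells lacking Bcl-B protein for full effect; a part of the inactive calls stands beside numbers as strong as those of hits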
PLAP inhibitors HTS: inhibition of human placental alkaline phosphatase – biochemical, luminescence, HTS (AID 690) | one-dose inhibition, % at 20 µM; IC50 in µM for titrated hits | purified PLAP, luminescent substrate; higher % means a stronger effect | actives 0.08% (n = 96,000); in the data active = a potency from the dose series; inactive = the rest, 99 in 100 with inhibition below about 30%; also: strong numbers were not always called active
MRP reversal: MRP-mediated drug resistance reversal; actives 0.04% (n = 85,000); H69AR cells + 2 uM doxorubicin, CellTiter-Glo, 72 h; AID 602; differential viability (reversal), % at 10 µM;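 active = viability drop by adding the cancer drug above about 55%, with treated viability meeting a 40% cutoff, limit read from the data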;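 also: viability without doxorubicin minus viability with 2 µM doxorubicin for each compound; larger differential means the compound sensitizes cells more to doxorubicin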
IL1B NFkB inh: blocks IL-1B driven NFkB nuclear translocation in HUVEC cells; HUVEC IL-1B NFkB p65 nuclear translocation imaging; inhibition, % at 2 µM; actives 0.43% (n = 94,000); AID 796;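 active = inhibition above about 30% together with a positive call from visual inspection of the well image, limit read from the data; inconclusive = inhibition above a set limit but visual check negative; inactive = inhibition not above a set limit, visual check negative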;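 also: nuclear over cytoplasmic p65 intensity ratio measured by imaging; 0% = IL-1B stimulated DMSO wells and 100% = unstimulated DMSO wells; values of inactives mirror those of a sister screen read the other way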
MRP reversal cytotoxicity: second read-out of MRP reversal, no call of its own (marks repeat the call); viability, %; H69AR cells, CellTiter-Glo, 72 h; measured here: cytotoxicity without doxorubicin
MRP reversal with doxorubicin: also measured in MRP reversal; calls as there; viability, %; measured here: viability with 2 uM doxorubicin; active compounds read low
IL1B NFkB inh cell count 2 µM: recorded beside IL1B NFkB inh, whose call it bears; cell count; measured here: cells passing quality filter;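 raw number of nuclei counted in each imaged well without normalization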
IL1B NFkB pot cell count 2 µM: also measured in IL1B NFkB pot; calls as there; cell count; measured here: cells passing quality filter
An asterisk follows results filed as active; ? = inconclusive; · = no result given.

SMILES	IL1B NFkB pot	IL1B NFkB pot cell count 2 µM	Bcl-B displacement	PLAP inhibitors HTS	MRP reversal	MRP reversal cytotoxicity	MRP reversal with doxorubicin	IL1B NFkB inh	IL1B NFkB inh cell count 2 µM
COc1ccc(NC(=O)CSc2ncnc3c2cnn3Cc2ccccc2)cc1	-6	101	13%	14%	7	62	55	6	101
CC(=O)CC(C)(C)n1nnc(-c2ccccc2)n1	19	194	-5%	-25%	-4	93	97	-19	194
O=c1c2ccccc2oc2nc(C3CCCCC3)n(Cc3ccco3)c(=O)c12	5	82	-1%	-6%	9	101	92	-5	82
Cc1ccc(C(=O)CSc2nnc(-c3ccccc3N)n2C)cc1C	-4	117	·	·	4	77	73	4	117
Cc1nc2cc(N3CCCCC3)c(NC(=O)c3ccncc3)cc2c(=O)n1Cc1ccc(Cl)cc1	-1	170	-64%	-41%	·	·	·	0	170
CCOC(=O)c1c(C)nc2c(c1-c1cc(OC)ccc1OC)C(=O)c1ccccc1-2	7	154	0%	-11%	·	·	·	-7	154
Nc1nonc1-c1noc(N2CCCCC2)n1	·	·	8%	22%	-12	102	113	·	·
CC1CN(C2CCN(S(=O)(=O)c3ccccc3)CC2)CC(C)O1 (configuration not stated)	21	157	·	·	10	93	83	-20	157
COc1ccc(C2(O)CCN(Cc3nnnn3Cc3ccc(F)cc3)CC2)cc1	-2	110	-3%	-26%	-4	82	86	2	110
CC(C)c1cc(C(=O)NCc2cccnc2)no1	15	195	-15%	8%	5	96	91	-15	195
Cc1ccc(-c2nn(-c3ccccc3)cc2/C=N/NC(=O)c2ccc(Br)o2)cc1	-3	153	0%	-20%	·	·	·	3	153
CCCCC(c1nnnn1CCOC)N1CCN(C(=O)c2ccco2)CC1 (configuration not stated)	·	·	-6%	-54%	5	96	91	·	·
CCNc1nc(SC(C)C(=O)OC)nc(N2CCOCC2)n1 (configuration not stated)	·	·	10%	-44%	13	93	80	·	·
COc1ccc(CC(C)N2CCN(c3ccccc3OC)CC2)cc1OC (configuration not stated)	·	·	-22%	-50%	-24	46	70	·	·
COc1cc(NC(=O)COC(=O)[C@@H]2CCCN2S(=O)(=O)c2ccc(Cl)cc2)cc(OC)c1OC	·	·	-19%	-9%	-5	93	97	·	·
CCOc1ccc(NC(=O)c2ccccc2OCC(=O)c2ccccc2)cc1	1	170	1%	-62%	·	·	·	-1	170
Cc1csc(SCC(=O)Nc2cc(S(=O)(=O)N3CCCC3)ccc2Cl)n1	2	161	-13%	11%	0	73	72	-2	161
CN1CCN(C(=O)C23CC4CC(CC(C4)C2)C3)CC1	0	136	-1%	-5%	·	·	·	0	136
CCOC(=O)C1=C(C)NC(=O)N(C(C)=O)C1c1ccc(Cl)cc1 (configuration not stated)	·	·	4%	1%	2	84	81	·	·
COc1cccc(-c2nc(CS(=O)(=O)c3ccccc3)no2)c1	-2	108	-2%	-23%	·	·	·	2	108
O=C(CCCN1C(=O)c2ccccc2C1=O)Nc1ccc(S(=O)(=O)N2CCOCC2)cc1	-1	172	-8%	13%	20	94	73	1	172
O=C1c2sc3nc4n(c(=O)c3c2CCC1Br)CCCCC4 (configuration not stated)	-5	184	-10%	18%	·	·	·	5	184
O=C(CSc1nnc(Cc2cc(=O)[nH]c(=O)[nH]2)n1-c1ccccc1)NCC1CCCO1 (configuration not stated)	-15	9	10%	-1%	-9	89	99	15	9
CCn1nc(C(=O)Nc2cccc(C(F)(F)F)c2)c(Cl)c1Cl	-7	180	8%	-7%	·	·	·	7	180
Cc1cc(=O)[nH]c(-n2[nH]c(C)cc2=O)n1	-15	165	-5%	-122%	-8	90	97	15	165

The list goes on; the last four above are carried over.
SMILES	IL1B NFkB pot	IL1B NFkB pot cell count 2 µM	Bcl-B displacement	PLAP inhibitors HTS	MRP reversal	MRP reversal cytotoxicity	MRP reversal with doxorubicin	IL1B NFkB inh	IL1B NFkB inh cell count 2 µM
O=C1c2sc3nc4n(c(=O)c3c2CCC1Br)CCCCC4 (configuration not stated)	-5	184	-10%	18%	·	·	·	5	184
O=C(CSc1nnc(Cc2cc(=O)[nH]c(=O)[nH]2)n1-c1ccccc1)NCC1CCCO1 (configuration not stated)	-15	9	10%	-1%	-9	89	99	15	9
CCn1nc(C(=O)Nc2cccc(C(F)(F)F)c2)c(Cl)c1Cl	-7	180	8%	-7%	·	·	·	7	180
Cc1cc(=O)[nH]c(-n2[nH]c(C)cc2=O)n1	-15	165	-5%	-122%	-8	90	97	15	165
Cc1ccc(SCCNC(=O)CN(c2ccc3c(c2)OCO3)S(C)(=O)=O)cc1	-5	86	2%	-19%	12	78	65	5	86
Nc1ccc(-c2nc3c(Cl)cc(N)cc3[nH]2)cc1	12	110	-13%	2%	-13	31	43	-12	110
O=C(Nc1nc(=O)c2ccccc2s1)c1ccc(F)cc1	-11	147	·	·	-5	50	55	11	147
Nc1c(C(=O)NCc2ccco2)c2nc3ccccc3nc2n1CCc1ccccc1F	7	181	-1%	-74%	-17	27	44	-7	181
O=C(Nc1ccccc1)c1ccc(NCCN2CCOCC2)c(S(=O)(=O)N2CCOCC2)c1	13	159	2%	-46%	-10	68	79	-13	159
COc1cc(N)cc(NC(=O)c2ccncc2)c1	12	144	5%	4%	2	89	87	-12	144
Cn1c(=O)c2c(nc(NCC3CCCO3)n2Cc2ccccc2)n(C)c1=O (configuration not stated)	9	158	·	·	6	81	75	-8	158
COc1cccc(NC(=O)[C@@H]2CCCN2C(=O)C2CCN(S(=O)(=O)c3ccc(C)cc3)CC2)c1	-3	160	-4%	-96%	18	96	78	3	160
O=C(O)Cc1ccc(C(=O)c2ccc(F)cc2)s1	14	152	4%	15%	9	95	87	-14	152
Cc1cccc(-n2nc3c(c2NC(=O)c2ccc(S(=O)(=O)N4CCOCC4)cc2)CSC3)c1C	-9	103	-3%	-16%	-20	53	73	9	103
COc1ccc(OCC(O)CNCc2ccco2)cc1 (configuration not stated)	·	·	14%	-9%	-4	81	85	·	·
COc1ccc(C=O)cc1COc1c(F)c(F)cc(F)c1F	12	164	-4%	0%	·	·	·	-12	164
CCCC(=O)Nc1nc2ccc(C(=O)OCC)cc2s1	-10	197	-4%	-11%	-3	79	81	10	197
O=C(c1ccc(Cn2cc(Cl)cn2)o1)N1CCN(Cc2ccc3c(c2)OCO3)CC1	8	129	-12%	-36%	3	95	92	-8	129
CCOC(=O)N1CCN(S(=O)(=O)c2ccc(C(=O)Nc3nc4ccc(F)cc4s3)cc2)CC1	8	130	-14%	6%	2	23	21	-8	130
N#Cc1ccccc1Cn1c(=O)n(Cc2ccc(C(=O)NCc3ccco3)cc2)c(=O)c2sccc21	·	·	6%	-10%	·	·	·	·	·
CC(=O)Nc1ccc(NC(=O)CN(c2cccc(C)c2)S(C)(=O)=O)cc1	6	194	6%	6%	0	100	100	-6	194
CCOC(=O)N1CCN(C(=O)CCCOc2ccccc2)CC1	7	144	-2%	-17%	0	86	86	-7	144
OCc1nc2ccccc2n1CC(O)Cn1ccc2ccccc21 (configuration not stated)	-9	150	11%	-92%	-15	80	94	9	150
CC(C)NC(=O)c1ccccc1NC(=O)/C=C/c1ccc([N+](=O)[O-])cc1	15	183	-6%	-2%	·	·	·	-16	183
c1ccc2c(c1)CNC1(CCCCC1)C2	-22	165	-2%	21%	13	96	82	22	165
CN1C(=O)NC(c2ccccc2)C2=C1CN(c1ccc3ccccc3c1)C2=O (configuration not stated)	7	182	-27%	5%	·	·	·	-7	182
COc1ccc(-c2nnc(SCC(=O)N3CCc4ccccc4C3)o2)cc1	1	194	4%	-50%	-12	73	84	-1	194
O=C(COc1ccc(S(=O)(=O)NC2CCCCC2)cc1)NCc1ccccn1	3	135	2%	-14%	11	95	84	-3	135
CCc1cc(=O)oc2cc(OCC(N)=O)c(Cl)cc12	-3	160	-10%	28%	-2	85	87	3	160
SMILES	IL1B NFkB pot	IL1B NFkB pot cell count 2 µM	Bcl-B displacement	PLAP inhibitors HTS	MRP reversal	MRP reversal cytotoxicity	MRP reversal with doxorubicin	IL1B NFkB inh	IL1B NFkB inh cell count 2 µM
COc1ccccc1NC(=O)CN(Cc1ccco1)C(=O)c1cccs1	19	126	6%	14%	12	92	79	-19	126
CCOC(=O)C(NC=O)(NC(C)(C)C)C(=O)OCC	-3	110	-5%	-16%	-8	94	102	3	110
Cc1ccc(-c2cn3nc(C)c(C)nc3n2)cc1	·	·	-12%	24%	-10	87	96	·	·
Cc1cccc(N2CCN(C(=O)c3ccc(NC(=O)C4CCCO4)cc3)CC2C)c1 (configuration not stated)	·	·	0%	-52%	10	93	83	·	·
Cc1ccc(-c2cn(-c3ccccc3)c3[n+]2CCCS3)cc1	26	121	-8%	31%	-15	87	102	-26	121
CCOC(=O)C1CCN(c2ncnc3c2cnn3-c2ccc(OC)cc2)CC1	?	·	-3%	·	-8	47	55	-58	133
COc1cccc(N2CCCn3c2nc2c3c(=O)n(CCN3CCOCC3)c(=O)n2C)c1	-2	96	-11%	-10%	-2	97	98	2	96
CCN1CCN(Cc2cc(=O)oc3ccc(Cl)cc23)CC1	-4	83	6%	9%	1	94	93	4	83
COc1ccc(-c2oc(NC(C)=O)c(C#N)c2-c2ccc(OC)cc2)cc1	30	33	-202%	-47%	-13	69	82	-30	33
CCCCC12CN3CC(C)(CN(C1)C31C(=O)N(C)c3ccc(C)cc31)C2=O (configuration not stated)	-7	107	·	·	-9	87	97	7	107
CC(=O)Nc1ccc(S(=O)(=O)N2CCN(CCCOc3ccccc3Cl)CC2)cc1	-6	151	19%	-56%	-16	78	94	6	151
COc1ccc(/C=N/NC(N)=S)cc1OC(=O)c1ccccc1	3	187	-2%	12%	·	·	·	-3	187
CCOC(=O)Cc1csc(NC(=O)CSc2nncn2C)n1	-3	108	·	·	12	95	82	3	108
Cc1ccc2cc(C#N)c(SCC(=O)NCc3ccco3)nc2c1	6	150	-158%	-8%	-5	74	79	-6	150
CC(C)CNCC(=O)N1c2ccccc2Sc2ccccc21	0	147	1%	-26%	·	·	·	0	147
Cc1cc(NCCN2CCOCC2)n2nc(C)c(-c3ccccc3)c2n1	14	124	-9%	-34%	8	27	19	-14	124
CC1CCCN(CC(=O)Nc2ccc(S(=O)(=O)NC3CCCCC3)cc2)C1 (configuration not stated)	-2	104	-4%	-62%	8	88	80	2	104
O=C(Cn1nnc(-c2ccccc2NC(=O)c2ccccc2)n1)Nc1ccc2c(c1)OCCO2	-9	83	-15%	-3%	·	·	·	9	83
COC(=O)c1[nH]c2cccc(OC)c2c1NC(=O)CCN1CCN(c2ccccc2OC)CC1	-5	105	0%	-54%	-3	84	87	5	105
CC(C)N(C(=O)COC(=O)c1cc(Cl)cc(Cl)c1N)C(C)C	13	191	2%	-38%	27	106	79	-13	191
CCOc1ccc(C2NC(=O)c3n[nH]c(C)c32)cc1 (configuration not stated)	6	48	-10%	-64%	-8	86	95	-6	48
O=[N+]([O-])c1ccc(-c2cc(-c3ccncc3)nc3ccc4ccccc4c23)cc1	-5	109	7%	6%	·	·	·	5	109
CCc1nnc(NC(=O)CCC(=O)N2CCCC2)s1	79*	143*	-1%	6%	-2	91	93	-79	143
O=C(CSc1nc2ccccc2n1Cc1ccccc1)N/N=C/c1ccco1	10	133	1%	-41%	·	·	·	-10	133
COc1ccc(C(=O)OCC(=O)NCc2ccco2)cc1S(=O)(=O)N1CCN(c2cccc(Cl)c2)CC1	-7	184	-18%	-52%	·	·	·	7	184
Cc1cccn2c(=O)c3cc(C#N)c(=O)n(-c4c(C)n(C)n(-c5ccccc5)c4=O)c3nc12	·	·	14%	-26%	13	88	74	·	·
O=C(CSc1nc2cc(S(=O)(=O)N3CCOCC3)ccc2o1)NC1CCCc2ccccc21 (configuration not stated)	-1	114	-10%	-65%	-17	52	69	1	114
Cc1cc(C(=O)OCC(=O)Nc2ncc(C(F)(F)F)cc2Cl)c(C)o1	30	126	5%	1%	7	94	87	-30	126
O=C1CCc2cc(S(=O)(=O)N3CCC(C(=O)NC4CCCC4)CC3)ccc2N1	14	196	-21%	9%	-8	92	100	-14	196
COC(=O)Cn1ccc(N(C)C)c(C#N)c1=O	7	110	1%	18%	4	98	94	-7	110

Screening data: PubChem BioAssay, several laboratories

This is a subset; rates above refer to the full screens.
